Screens: PubChem BioAssay, National Center for Advancing Translational Sciences (NCATS)
GLP1R ag = GLP-1 receptor (human) agonism; HEK293 GLP-1R CRE-luciferase, luminescence, 4-6 h; cells express a hypersensitive GLP-1R form; Potency, µM (top dose mostly 45.6 µM), without a hit: at the top dose activation, usual class: activators; hit rate 0.007% among 380,000; also: potency is read from the fitted curve at half-maximal effect; % of control where 0% means no effect
HEK293 tox = cytotoxicity in counter-screen for GLP-1R inverse agonists. hit rate 0.13% among 410,000. HEK293 cAMP-luciferase reporter cells, luminescence, 24 h. Potency, µM (series often up to 38.3 µM), for inactives: at the top dose activity change, negative = inhibition, hits mostly inhibitors;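 also: loss of luciferase light is scored as toxicity; potency is read from the fitted curve at half-maximal effect; % is scaled to controls: 0 for no effect and ±100 for the full control effect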
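1536-well qHTS counterscreen of the MLSMR; 200 cells/uL, 12 h pre-incubation, 23 nL cpd, 24 h at 37 deg C 5% CO2, luciferase detection reagent, 12 min RT, luminescence. Inhibition = undesired.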
D3 ag = D3 dopamine receptor (human) agonism; max activation, %; P35462; hit rate 0.58% among 410,000; D3R DiscoveRx beta-arrestin cells, luminescence, 90 min; in the data active = max activation above about 30%; also: 0% is about no effect; mostly tested at two doses, the higher about 12 µM
Target sequence (P35462 whole entry, looked up): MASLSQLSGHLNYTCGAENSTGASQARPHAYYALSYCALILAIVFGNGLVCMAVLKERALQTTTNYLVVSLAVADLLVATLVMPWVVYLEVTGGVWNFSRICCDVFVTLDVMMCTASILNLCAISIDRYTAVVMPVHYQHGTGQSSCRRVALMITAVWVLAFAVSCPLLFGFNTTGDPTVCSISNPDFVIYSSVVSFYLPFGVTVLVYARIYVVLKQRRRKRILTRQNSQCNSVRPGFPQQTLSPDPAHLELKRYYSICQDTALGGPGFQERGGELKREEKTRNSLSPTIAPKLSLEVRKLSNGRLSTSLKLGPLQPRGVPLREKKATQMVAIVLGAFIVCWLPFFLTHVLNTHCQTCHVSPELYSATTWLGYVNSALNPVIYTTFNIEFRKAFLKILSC
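Agonist mode: compounds and dopamine controls were applied to plated cells for 90 min at 37 degrees C after an overnight attachment at 1500 cells/well. Luminescent read-out followed 30 - 60 minutes at room temperature with DiscoveRx detection reagent.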
TDP43 rescue = inhibitors of TDP-43 toxicity in yeast. TDP-43 expressing yeast growth rescue, BacTiter-Glo, 24 h. Potency, µM (titrated, usually from 46.1 µM), for inactives: at the highest dose growth rescue (activation), most hits filed as activators. hit rate 1.8% among 410,000; also: potency is read from the fitted curve at half-maximal effect; % of control where 0% means no effect; nearly all actives have a fitted effect of over 50% in size
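Cell-based yeast growth screen: TDP-43 expression induced in galactose, inoculum OD600=0.02 after raffinose pregrowth to mid-log. Read-out BacTiter-Glo luminescence at 24 hr, 30 deg C; inhibition of toxicity seen as signal increase.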
PTHR1 ag = PTHR1 (human) receptor agonism. HEK293 GP2 PTHR1 cells, GloSensor cAMP luminescence, 1 h. hit rate 0.075% among 410,000. Potency, µM (top dose mostly 115 µM), for the others: top-dose activation, usual class: activators. Q03431; also: potency is read from the fitted curve at half-maximal effect; nearly all actives have a fitted effect of over 55% in size; some results filed as inactive show a strong effect at the top dose; inactives centre near -15; many of its hits are not listed in these tables
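HEK-293-derived GP2 cells expressing PTHR1 and a GloSensor cAMP reporter, 3,000/well, plated overnight, given luciferin plus IBMX (each 0.5 mM as added) for 1 h at 37 °C, then compound for 1 h at 37 °C. Luminescence was read after 15 min at room temperature.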
KB-V1 cytotox = KB-V1 MDR subline cytotoxicity | KB-V1 MDR cells viability, CellTiter-Glo, 72 h | hit rate 3.4% among 400,000 | AID 1347076 | Potency, µM (top dose mostly 46.1 µM), without a hit: at the top dose activity change, negative = cytotoxicity, usual class: cytotoxic; also: potency is read from the fitted curve at half-maximal effect; % is scaled to controls: 0 for no effect and ±100 for the full control effect; nearly all actives have a fitted effect of over 60% in size
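Following 72 h at 37 degrees C with compound, KB-V1 cell viability was read by CellTiter-Glo luminescence, medium being phenol-red-free DMEM plus 10% FBS; concentration-response parameters came from normalized, curve-fitted qHTS data.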
D3 antag = D3 dopamine receptor (human) antagonism; hit rate 2.5% among 360,000; D3R cells, DiscoveRx beta-arrestin luminescence, antagonist mode; active compounds read low; max response, negative = inhibition, %; in the data active = max response below about -50%; inconclusive = no clear call, values can overlap the other calls; also: % is scaled to controls: 0 for no effect and ±100 for the full control effect; mostly tested at two doses, the higher about 12 µM
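Cells plated overnight at 1500 cells/well, then exposed to library compounds with dopamine controls for 90 minutes at 37 degrees C. DiscoveRx reagent added for 30–60 minutes at room temperature; luminescence read, quantitative HTS format.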
GLP-1R inv ag = inverse agonists of human GLP-1 receptor; Potency, µM (series often up to 38.3 µM), without a hit: at the top dose activity change, negative = inhibition, hits mostly inhibitors; HEK293 GLP-1R CRE-luciferase, luminescence, 24 h; GLP-1R form is constitutively active; AID 624417; P43220; hit rate 1.6% among 410,000; also: potency is read from the fitted curve at half-maximal effect; % is scaled to controls: 0 for no effect and ±100 for the full control effect; nearly all actives have a fitted effect of over 55% in size
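Using stably transfected HEK293 (constitutively active GLP-1R, cAMP-luciferase reporter), compounds were incubated 24 hr and luciferase measured by luminescence.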
aSyn yeast inh = inhibitors of alpha-synuclein toxicity in yeast; Potency, µM (top dose mostly 46.1 µM), for inactives: at the top dose growth rescue (activation), hits mostly activators; Yeast expressing alpha-synuclein, growth rescue, BacTiter-Glo, 24 h; hit rate 0.14% among 370,000; AID 652106; also: potency is read from the fitted curve at half-maximal effect; % of control where 0% means no effect; nearly all actives have a fitted effect of over 65% in size
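Readout is rescue of growth in alpha-synuclein-expressing yeast, so inhibitors of toxicity appear as activators. Growth after 24 hr at 30 deg C in galactose medium is quantified by luminescence.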
Starred values were filed as active, the others as inactive; i = inactive; ? = inconclusive; . = not tested or not shown; & = joins results of further samples; ! = a repeat was not active; [ ] = another dose, or the depositor's remark. Unless noted, calls follow the shape of the dose curve; as a rule, active = well fitted curve in the direction sought with a large enough effect; inconclusive = small, poorly fitted or top-dose-only effect, or another doubt; inactive = no such curve, though single readings can be large; an effect the other way counts as inactive or inconclusive. These rows are one share of the data; the hit share may differ from the screen's.

canonical_smiles | GLP1R ag | HEK293 tox | D3 ag | TDP43 rescue | PTHR1 ag | KB-V1 cytotox | D3 antag | GLP-1R inv ag | aSyn yeast inh
CC(C)n1c(SCCCc2ccccc2)nc2c1c(=O)[nH]c(=O)n2C | 15% | -16% | 3 | 34% | i | -6% | 53 | 39%[activator] | -8%
CCOC(=O)CC1=C(C(=O)OCC)C(c2cccs2)C(C#N)=C(N)O1 (stereo not given) | -2% | -17% | 6 | -4% | -5%[57.5 µM] | ? | 29 | 14% | 1%
O=C(N/N=C/C1CC=CCC1)c1ccc(O)cc1O (stereo not given) | 1% | -13% | 8 | -9% | i | 18% | -4 | 4% | 0%
Cc1cccc(C=NOCCc2ccccc2)n1 | 11% | ? | -8 | ? | -32%[inhibitor] | . | -3 | -1% | 9%
CCn1c(=O)[nH]c2cc(C(=O)N3CCN(c4ccccc4)CC3)ccc2c1=O | -5% | 7% | -15 | -17% | -33%[inhibitor] | -5% | -22 | 0% | -14%
NC(=O)NN=C1CC2CC1C1C=CCC21 (stereo not given) | 1% | 14% | 3 | -22% | i | 0% | -28 | 22% | 0%
CCN(CC)c1ccc2c(C)c(Cl)c(=O)oc2c1 | ? | i | -19 | -11%[9.22 µM] | i | -29% | -21 | -6% | -5%
CS(=O)(=O)c1ccc(C(=O)OCC(=O)NC(=O)C2CCCCC2)cc1[N+](=O)[O-] | -3% | -7% | -8 | -23% | -95%[inhibitor] | -5% | ? | 4% | -25%
COc1ccc(/C=C/C(=O)Nc2ccccc2C(=O)O)cc1 | -1% | 8% | -1 | -8% | i | -14% | 4 | ? | -20%
CCNC(=O)c1cc2c(c(-c3cccc(-c4ccccc4F)c3)n1)[C@@H](CCO)N(C(=O)CC1CC1)C2 | -4% | -21% | -12 | ? | i | ? | -15 | -18% | 15%
Cc1cccc(/C=C/c2onc(C)c2S(=O)(=O)N2CCC(C(=O)N3CCC(C)CC3)CC2)c1 | 1% | -4%&4% | 0&-6 | 8%&10% | -1%&0% | ? | -8 | 2.8µM*! | 1%
Cc1nn(C(C)C(=O)N2CCN(c3ccc(F)cc3)CC2)c(=O)c2c1sc1ccccc12 (stereo not given) | . | -6% | -13 | 0% | -3% | -6% | . | 5% | .
Cc1cccc(N2CCN(C(=O)c3c(Cl)cnn3C)CC2)c1C | -6% | ? | 3 | ? | -22% | ? | 3 | -8% | 5%
CCOC(=O)CSc1ccc(C(=O)Nc2ccc(OC)cc2)cn1 | 10% | -3% | -6 | -17% | -2% | ? | -28 | 14% | -16%
Cc1ccc(C(=O)CC2(O)C(=O)N(CCc3ccccc3)c3ccc(Br)cc32)o1 (stereo not given) | 2% | -30% | -7 | -11% | i | -34% | -1 | 7.9µM* | 25%
O=C(O)c1cccc(Nc2ncnc3ccc(Br)cc23)c1 | 0%&1% | 16%&2% | 3&-11 | 5%&-5% | 8.9µM*! | ? | 9 | 54%&-3%[activator] | 1%&0%
CCOc1cc(-c2nnc(SCC(=O)NCc3ccc(C)cc3)nc2-c2ccc(OC)c(OCC)c2)ccc1OC | . | -3% | 3 | 18% | 7% | 16% | . | 29% | .
Cc1nn(CC2CC2)c(=O)n1-c1ccc(Oc2ccccc2)cc1 | 0% | 3% | -5 | 23% | -21% | ? | -10 | ? | 12%
Cc1ccc(-c2c(C#N)c(N)nc3c2CCCCCC3)o1 | 2% | -22% | 2 | -10% | i | ? | 3 | 7% | -14%
NC(=S)N=Nc1c(O)n(CC(=O)Nc2ccccc2)c2ccccc12 | -4% | ? | -6 | 3% | i | -4% | -19 | -6% | 1%
NNC(=O)c1nc[nH]c1C(=O)Nc1ccccc1 | -5% | -6% | -11 | 0% | 8% | 18% | 4 | 47%[activator] | 1%
COc1c(F)c(F)c(C(=O)Nc2ccccc2N2CCN(C(=O)C(C)C)CC2)c(F)c1F | 1% | -10% | 2 | 7% | i | -1% | -28 | 4% | 0%
O=C(Nc1cc(S(=O)(=O)N2CCOCC2)ccc1N1CCOCC1)c1cc2c(s1)CCC2 | 23% | 7% | -10 | -13% | -7% | -14% | -17 | 9% | -2%
COC(=O)c1c(NC(=O)COC(=O)[C@@H](NS(=O)(=O)c2cccc(Cl)c2)C(C)C)sc2c1CCC2 | 16% | -4% | 8 | 20% | -19% | -29% | 26 | -7% | 12%
CCN(CC)C(=O)C1=C(C)NC(=O)NC1c1c(F)cccc1Cl (stereo not given) | -3% | 5% | -7 | 5% | i | 1% | 4 | 0% | -4%

Structures above containing two or more sulfur atoms (2):
canonical_smiles | GLP1R ag | HEK293 tox | D3 ag | TDP43 rescue | PTHR1 ag | KB-V1 cytotox | D3 antag | GLP-1R inv ag | aSyn yeast inh
O=C(Nc1cc(S(=O)(=O)N2CCOCC2)ccc1N1CCOCC1)c1cc2c(s1)CCC2 | 23% | 7% | -10 | -13% | -7% | -14% | -17 | 9% | -2%
COC(=O)c1c(NC(=O)COC(=O)[C@@H](NS(=O)(=O)c2cccc(Cl)c2)C(C)C)sc2c1CCC2 | 16% | -4% | 8 | 20% | -19% | -29% | 26 | -7% | 12%

An excerpt from above in order of heavy-atom count, falling:
canonical_smiles | GLP1R ag | HEK293 tox | D3 ag | TDP43 rescue | PTHR1 ag | KB-V1 cytotox | D3 antag | GLP-1R inv ag | aSyn yeast inh
CCNC(=O)c1cc2c(c(-c3cccc(-c4ccccc4F)c3)n1)[C@@H](CCO)N(C(=O)CC1CC1)C2 | -4% | -21% | -12 | ? | i | ? | -15 | -18% | 15%
Cc1nn(C(C)C(=O)N2CCN(c3ccc(F)cc3)CC2)c(=O)c2c1sc1ccccc12 (stereo not given) | . | -6% | -13 | 0% | -3% | -6% | . | 5% | .
COc1ccc(/C=C/C(=O)Nc2ccccc2C(=O)O)cc1 | -1% | 8% | -1 | -8% | i | -14% | 4 | ? | -20%
Cc1ccc(-c2c(C#N)c(N)nc3c2CCCCCC3)o1 | 2% | -22% | 2 | -10% | i | ? | 3 | 7% | -14%
NNC(=O)c1nc[nH]c1C(=O)Nc1ccccc1 | -5% | -6% | -11 | 0% | 8% | 18% | 4 | 47%[activator] | 1%
